# EBV gp42 block = blocks Epstein-Barr virus glycoprotein 42 binding. Fluorescence polarization binding assay, mP read-out. Q1HVG2. inhibition, % (tested at 21.74 µM). AID 1085. hit rate 0.42% among 220,000; in the data active = inhibition above about 50%
# Runt-SMMHC FRET = Runt domain-CBFb-SMMHC interaction inhibition; Q01196+Q13951; Cerulean-Runt/Venus-CBFb-SMMHC FRET ratio 530/480, 1 h; inhibition, % at 20 µM; hit rate 0.74% among 220,000; AID 1434;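 active = mean inhibition across duplicate retests at 20 µM reaching about 50%, limit read from the data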;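 note: 0% = DMSO wells and 100% = wells with excess untagged CBFb-SMMHC; inhibitors lower the FRET ratio by blocking Runt binding to CBFb-SMMHC; some results filed as inactive read as strong as hits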
# Target sequence (Q01196 whole entry, looked up, the tested form may be a part): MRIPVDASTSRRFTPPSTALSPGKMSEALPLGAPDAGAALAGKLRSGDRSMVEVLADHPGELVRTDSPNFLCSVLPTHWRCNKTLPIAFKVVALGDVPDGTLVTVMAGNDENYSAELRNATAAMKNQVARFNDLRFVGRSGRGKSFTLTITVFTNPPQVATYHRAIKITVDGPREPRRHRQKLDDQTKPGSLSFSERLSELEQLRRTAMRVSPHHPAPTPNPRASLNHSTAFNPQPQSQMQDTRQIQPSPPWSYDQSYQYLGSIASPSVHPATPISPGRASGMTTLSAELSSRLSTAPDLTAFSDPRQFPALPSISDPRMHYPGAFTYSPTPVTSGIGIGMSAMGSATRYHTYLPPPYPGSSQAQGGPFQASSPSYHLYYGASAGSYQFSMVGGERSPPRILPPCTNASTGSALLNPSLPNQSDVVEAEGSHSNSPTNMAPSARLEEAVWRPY
# Target sequence (Q13951 whole entry, looked up, the tested form may be a part): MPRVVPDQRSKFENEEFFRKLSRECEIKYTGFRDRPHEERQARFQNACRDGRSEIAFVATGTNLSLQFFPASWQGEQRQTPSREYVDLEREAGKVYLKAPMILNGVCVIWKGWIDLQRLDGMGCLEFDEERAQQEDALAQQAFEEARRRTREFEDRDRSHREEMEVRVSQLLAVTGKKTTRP
# Runt-CBFb FRET = inhibitors of human RUNX1 Runt domain binding to CBFb | Cerulean-Runt/Venus-CBFb FRET ratio 530/480, 1 h | inhibition, % at 20 µM | Q01196+Q13951 | hit rate 0.46% among 220,000;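 active = inhibition over about 50% at 20 µM in the single-dose screen, limit read from the data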;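 note: 0% = DMSO wells and 100% = excess unlabeled CBFb competitor control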
#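 Buffer or medium: Tris pH 7.5 buffer with BSA. Assay system: Cerulean-labeled Runt domain protein. Amount: each fluorescent fusion protein 100 nM. Read-out basis: loss of energy transfer signal. Incubation: 1 h compound exposure, room temperature. Probe or stimulus: Venus-CBFb binding partner, 100 nM. Detection: FRET, excitation 422 nm, emission at 530 and 480 nm.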
# p47phox inh = blocks human p47phox regulatory protein of NADPH oxidases. inhibition, % at 24.7 µM. hit rate 0.53% among 220,000. p47phox/p22phox peptide binding, fluorescence polarization, 2 h. P14598;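 active = inhibition above about 30%, limit read from the data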;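 note: 0% = p47phox with labelled peptide and 100% = labelled peptide alone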
# Target sequence (P14598 whole entry, looked up): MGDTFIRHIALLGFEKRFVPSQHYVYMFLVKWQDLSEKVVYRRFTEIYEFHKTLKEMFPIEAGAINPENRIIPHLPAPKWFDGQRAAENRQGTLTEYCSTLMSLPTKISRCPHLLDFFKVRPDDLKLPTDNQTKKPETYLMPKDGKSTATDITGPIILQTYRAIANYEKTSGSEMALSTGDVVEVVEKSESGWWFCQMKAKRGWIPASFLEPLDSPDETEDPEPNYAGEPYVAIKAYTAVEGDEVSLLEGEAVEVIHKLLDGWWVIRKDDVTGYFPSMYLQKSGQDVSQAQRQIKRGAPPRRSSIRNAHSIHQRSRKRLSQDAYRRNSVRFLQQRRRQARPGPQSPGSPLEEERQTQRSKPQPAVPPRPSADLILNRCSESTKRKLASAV
# MDM2 E3 inh = Mdm2 E3 ligase (human) inhibition; cell-based MDM2 ubiquitination luciferase reporter, 2 h; 0 = plate control, 100 = twice control, blank-subtracted; signal enhancement, % at 5 µM; hit rate 0.11% among 210,000; AID 1230;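 active = signal enhancement of 30% or more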;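 note: luminescence tracks abundance of the self-degrading MDM2-luciferase fusion protein; higher signal means inhibition of MDM2 E3 ligase activity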
#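 Assay system: stable mammalian line carrying autodegrading MDM2–luciferase fusion reporter; Input: 2000 cells in each well; Compound dosing: single-point 5 µM; Schedule: 2 h compound exposure at 37 °C; Signal: SteadyLite luciferase luminescence after 15 min room-temperature reagent incubation; Evaluation: % luminescence enhancement versus blank-corrected plate control mean; Benchmarks: plate controls and plate blanks.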
# Tb hexokinase = blocks Trypanosoma brucei hexokinase 1 activity; recombinant TbHK1, G6PDH-coupled NADH A340; inhibition, % at 10 µM; hit rate 0.11% among 220,000; AID 1430;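 active = inhibition of 50% or more in the single-dose primary screen; inactive = inhibition below 50%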
# 14-3-3 Bad PPI = disrupts binding of bovine 14-3-3 zeta to phospho-Bad peptide. P63103. TR-FRET 14-3-3zeta/Dy647-pBad peptide displacement, 1 h. inhibition, % at 21.7 µM. hit rate 0.71% among 220,000;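 active = inhibition above about 70%, limit read from the data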;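 note: 0% = full 14-3-3 plus peptide FRET controls and 100% = background without 14-3-3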
# zVAD death inh = L929 zVAD cell death inhibition | L929 zVAD necroptosis rescue, ATP luminescence, 24 h; with zVAD 60 µM | viability rescue, % at 10 µM | hit rate 0.38% among 220,000 | AID 1377;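 active = activation, scaled between plate controls, above about 75%, limit read from the data; inactive = activation under that limit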;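 note: 0% = zVAD with DMSO and 100% = DMSO alone without zVAD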
# Hck-Nef inh = inhibitors of human Hck kinase activated by Nef | P08631 | Recombinant Hck-YEEI plus Nef, Z-Lyte FRET kinase assay | inhibition, % at 20 µM | hit rate 0.68% among 220,000 | AID 463187;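 active = Hck-Nef kinase inhibition above about 50%, limit read from the data; inactive = inhibition below that limit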;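 note: 0% = DMSO with Hck plus Nef and 100% = Hck alone without Nef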
# * hit, by the source's call; . = no result given; [ ] = dose if it differs, or a comment.
SMILES,EBV gp42 block,Runt-SMMHC FRET,Runt-CBFb FRET,p47phox inh,MDM2 E3 inh,Tb hexokinase,14-3-3 Bad PPI,zVAD death inh,Hck-Nef inh
Cc1nc2ccccc2n1/N=C/c1cccnc1,-15,2,3,2,-12,-17,0,13,1
CC1(c2ccco2)NC(=O)NC1=O (stereo not given),-22,1,-1,-3,-1,7,12,-0.3,-9
CC(=O)Nc1ccc(OCC(=O)N2CCC(Cc3ccccc3)CC2)cc1,-7,-3,1,-2,0,2,-1,0.2,-4
CCOC(=O)c1cnc2c(C(=O)OC)cccc2c1NCc1cccnc1,-3,0,2,-6,-12,-21,-2,-0.7,0
O=C1CCCc2c1nc(-c1ccc(F)cc1)n2O,4,0,-1,-8,-10,-12,7,0.2,14
Cc1c(Cl)cn2c(=O)cc(CN(C)Cc3nc4ccccc4c(=O)[nH]3)nc2c1Cl,-10,-2,-1,0,-8,-4,-4,0.8,-9
O=C(c1ccccc1)N1CCN(C(=O)c2ccccc2)C1c1ccccc1,-20,0,2,6,-10,0,-2[fluorescence artefact?],-0.2,3
Cc1c(C(=O)c2ccc(N(C)C)cc2)c2ccccn2c1CCC#N,-14,-4,2,-8,5,-16,-9,0.4,19
COc1ccc(N2C(=O)CN=C2Nc2cccc(C)c2C)cc1OC,-16,3,-5,-5,16,4,1,1.0,-1
Cc1cccc(C)c1-n1c(C)cc(/C=N/NC(=O)c2ccncc2)c1C,5,-8,-5,-8,-3,-40,-6[fluorescence artefact?],0.2,1
Cc1ccc(C(=O)Oc2ccccc2C(=O)N2CCOCC2)cc1,-10,-2,1,-2,1,-1,-7,.,-13
O=C(/C=C\c1ccc(-c2ccccc2)o1)c1ccccc1,-31,5,25,-28,-9,5,7,0.4,2
COc1cc(C(C[N+](=O)[O-])c2c(C)[nH]c3ccccc23)cc(OC)c1OC (stereo not given),7,3,0,-20,-5,-1,-3,0.4,1
CCOC(=O)CC(=O)Nc1ccsc1C(N)=O,-10,9,0,-1,-7,-4,-10,0.2,5
CCOC(=O)C1=C(C)Nc2nnnn2C1c1c[nH]c2ccccc12 (stereo not given),-12,-9,-1,0,7,5,-2[fluorescence artefact?],-0.9,-8
O=C(c1cccs1)N1CCN(c2nnc(-c3ccccc3)c3ccccc23)CC1,-3,3,-2,-1,-3,-10,-10,-1.9,20
N#CCSc1n[nH]c2nc3c(c(=O)n12)C1(CCCC1)Cc1ccccc1-3,-4,22,12,-6,-15,1,1,-0.2,2
C/C(=N\NC(N)=O)c1cc(Cl)cc(Cl)c1O,-14,2,9,-5,-2,-9,-1,0.6,14
COc1ccc(-c2nc(C#N)c(NCCCN(C)C)o2)cc1OC,-22,-3,2,-12,-6,-22,-2,1.3,1
CC12CC3(C)CC(C)(C1)CC(C(=O)NCC(=O)O)(C2)C3,5,0,-1,11,-4,6,2,1.2,-15
Cc1csc(=O)n1CCC(=O)O,-11,-6,-3,-4,-21,3,-5,0.8,1
COC(=O)Cc1cc(=O)[nH]c(/N=C(\N)Nc2ccc(C(C)C)cc2)n1,0,-3,0,-16,-4,-7,-1,4.1,18
O=c1c(Cl)c(NCC2CCCO2)cnn1C12CC3CC(CC(C3)C1)C2 (stereo not given),1,-1,1,1,-6,-8,-5,13,4
CCc1nnc(NC(=O)c2ccc3c(c2)C(=O)N(CC)C3=O)s1,-16,.,.,-8,.,-3,-4,0.2,-1
O=C(Nc1ccccn1)C(=O)N1CCCCC1,-12,2,-3,-3,.,1,-14,3.2,8
# Other structures follow.
SMILES,EBV gp42 block,Runt-SMMHC FRET,Runt-CBFb FRET,p47phox inh,MDM2 E3 inh,Tb hexokinase,14-3-3 Bad PPI,zVAD death inh,Hck-Nef inh
COc1ccc(Cn2nnnc2C(c2cc3cc(C)ccc3[nH]c2=O)N2CCOCC2)cc1 (stereo not given),-10,-10,13,-2,9,-10,13,-0.1,2
NC(=O)c1ccccc1Nc1nc2nc3ccccc3c(=O)n2cc1Br,-19,-13,1,-9,-14,-17,19,2.2,3
Cn1c(Cn2c(=O)sc3ccccc32)nnc1SCc1cccc(F)c1,-6,3,-1,-1,-3,-6,15,13,0
O=C1C(C=NCCN2CCOCC2)=C(O)c2ccccc21,3,-3,0,-7,-19,-32,0,.,-9
COc1ccc(C2C3=C(CC(C)(C)CC3=O)Oc3ncn(CC(C)C)c(=N)c32)cc1 (stereo not given),-14,-1,-4,-5,10,43,-3,-0.2,1
Cc1nc2ncccn2c1-c1csc(Nc2ccc(O)cc2)n1,-17,-6,7,-3,-17,-5,-5,88*,36
C/C(Cn1nnc([N+](=O)[O-])n1)=N\NC(=O)c1ccc(O)cc1O,-11,4,5,-12,-9,-11,-5,3.5,2
COc1ccc(S(=O)(=O)N(C)CC(=O)Nc2c(F)cccc2F)cc1,-14,3,1,-2,-30,5,.,0.9,2
Cn1c(=O)[nH]c(=O)c2c1nc(N(CCO)Cc1ccccc1)n2Cc1ccccc1Cl,8,-4,0,-2,-17,0,-2,-1.6,-1
CCn1cc(C(=O)O)c(=O)c2cnc(N3CCN(C(=S)Nc4ccccc4C(F)(F)F)CC3)nc21,-2,1,1,-10,-8,-5,-7,0.3,20
O=C(NC1=NCCS1)Nc1ccccc1,-7,-3,-2,-1,-3,22,10,5.2,0
CCOC(=O)C1CCN(C(=O)CCc2c(C)nc3cc(-c4ccccc4)nn3c2C)CC1,2,-4,-2,-5,-14,-21,4,0.3,-1
CCOc1cc(/C=C/c2nc3cc(C)c(C)cc3s2)ccc1OCC(=O)N1CCOCC1,-6,-16,-16,-18,-8,21,-10,1.2,4
O=C(/C=C\c1ccc2c(c1)OCO2)NC1(C(=O)Nc2ccc3c(c2)OCO3)CCCCC1,-3,-2,2,-7,-7,-10,-14,2.2,2
CCN(C(=O)CN1CCN(C)CC1)c1cccc2ccccc12,-7,-6,-1,2,-8,0,55[fluorescence artefact?],0.9,-1
CCCC[C@@H]1CNC(=S)N1CCc1cccc2ccccc12,-1,-1,-1,-5,.,2,-5,-0.7,-13
O=C(COC(=O)/C=C/c1cccc(F)c1)NNC(=O)c1ccccc1,0,0,0,-7,-10,9,-5,1.7,12
CCN(C(=O)c1ccco1)c1nnc(-c2ccc(OC)cc2)s1,-5,0,-4,5,.,1,-16,0.5,4
CC(C)OC(=O)NCN1C(=O)C2C3C=CC(C3)C2C1=O (stereo not given),-5,-3,1,1,-2,1,2[fluorescence artefact?],0.2,1
CC(C)n1cnc2c(=S)nc[nH]c21,-1,2,15,-3,2,-13,-15,0.6,3
C/C(Cn1nnc([N+](=O)[O-])n1)=N\NC(=O)c1ccc(C)cc1,-12,1,-1,-11,9,-1,3,1.1,7
CCOC(=O)Cn1nc(C)c2ccccc2c1=O,-4,2,0,1,-14,-1,-2,-0.2,0
CCOc1c2ccc(C(=O)NCc3ccc(C)cc3)cc2nn1CC,-15,-2,.,-7,-8,-1,7,0.3,1
Cc1cc(-c2cc(-c3ccccc3)on2)nc(NC2CCCC2)n1,4,-3,2,-11,-11,-9,8,-0.6,20
CCc1ccc(NC(=O)c2onc(C)c2Cl)cc1,-9,-4,2,-1,-20,-12,1,5.3,2

# Four of the compounds above, with two lines to a compound.
# Screens in order – EBV gp42 block	Runt-SMMHC FRET	Runt-CBFb FRET	p47phox inh	MDM2 E3 inh	Tb hexokinase	14-3-3 Bad PPI	zVAD death inh	Hck-Nef inh
CCN(C(=O)c1ccco1)c1nnc(-c2ccc(OC)cc2)s1
  -5	0	-4	5	.	1	-16	0.5	4
CC(C)OC(=O)NCN1C(=O)C2C3C=CC(C3)C2C1=O (stereo not given)
  -5	-3	1	1	-2	1	2[fluorescence artefact?]	0.2	1
CC(C)n1cnc2c(=S)nc[nH]c21
  -1	2	15	-3	2	-13	-15	0.6	3
C/C(Cn1nnc([N+](=O)[O-])n1)=N\NC(=O)c1ccc(C)cc1
  -12	1	-1	-11	9	-1	3	1.1	7

# The results go on:
SMILES,EBV gp42 block,Runt-SMMHC FRET,Runt-CBFb FRET,p47phox inh,MDM2 E3 inh,Tb hexokinase,14-3-3 Bad PPI,zVAD death inh,Hck-Nef inh
COc1cccc(/C=C2\C(=O)N(c3cccc(C)c3)C(=O)c3ccccc32)c1,-13,-6,-4,-31,0,34,-8[fluorescence artefact?],0.0,6
CN1CCC(N2CCN(c3cccc(C(F)(F)F)c3)CC2)CC1,-11,2,3,-13,-5,0,58,0.3,1
CC1CCN(Cc2nnnn2-c2cccc([N+](=O)[O-])c2)CC1,-14,2,-2,0,-6,-7,4[fluorescence artefact?],0.6,5
COc1ccccc1N1CCN(C2CCN(C(=O)c3ccc(F)cc3)CC2)CC1,-2,4,-2,-11,-6,12,2,.,1
Cn1cccc1C(=O)NC(=O)CSc1nnc(C2CC2)n1-c1ccccc1,-10,-3,-1,-14,3,1,4,0.2,0
Cc1ccc(CCNC(=O)C2CCN(S(=O)(=O)c3c(C)nn(C)c3C)CC2)cc1,-8,-2,-2,-16,-36,-9,9,1.9,13
N#Cc1c(-c2ccc(F)cc2)cc(C2CC2)nc1SCC(=O)c1cccs1,-26,-25,-1,3,-6,5,-69,0.8,3
NC(=S)Nc1cccc(O)c1,-14,3,1,-9,.,-1,-2,0.1,20
Clc1nc(Cl)nc(-c2cn(-c3ccccc3)c3ccccc23)n1,-6,-2,-1,-16,-3,-13,24,1.2,29
CCOc1ccccc1NC(=O)C(=O)NCC1CCCN1CC (stereo not given),1,2,0,-7,3,3,0,-0.4,1
CCOC(=O)c1sc2nc(CC(=O)OC)nc(NCCN3CCOCC3)c2c1C,-11,-1,-2,-7,-7,-20,-14[fluorescence artefact?],-0.1,1
CCn1c(SCC(=O)NCCc2ccc(Cl)cc2)nnc1-c1cccs1,-15,0,-2,-11,-7,7,0[fluorescence artefact?],-0.9,-1
O=C(OCC(=O)N1CCc2ccccc21)C1=COCCO1,-30,11,-4,-3,-17,0,11[fluorescence artefact?],0.6,-1
O=C(CN1C(=O)C2CCCCC2C1=O)Nc1nccs1 (stereo not given),-5,0,-1,-4,-32,13,10,1.6,11
COCCn1c(SCC(=O)Nc2ccc(OC)c(S(N)(=O)=O)c2)nc2ccccc21,-14,1,1,-5,-9,-1,1,1.2,-6
O=C(NNS(=O)(=O)c1ccc(F)cc1)c1ccc(S(=O)(=O)N2CCCCC2)cc1,-1,5,-1,-3,-1,4,4,3.6,3
COc1ccc(C2CC(c3ccccc3)Nc3nc(NS(C)(=O)=O)nn32)cc1 (stereo not given),0,-3,-2,-11,-10,3,-1,-0.3,13
COc1ccc([N+](=O)[O-])c(OC)c1C(=O)Nc1ccc(F)cc1F,-5,3,2,-3,-6,-16,-2,0.8,16
O=C(COC(=O)c1ccc([N+](=O)[O-])o1)Nc1cccc(S(=O)(=O)N2CCOCC2)c1,-45,-6,1,2,-6,-5,-2,1.1,1
Cn1c(CN2CCN(C(=O)c3ccc(F)cc3)CC2)nc2cc([N+](=O)[O-])ccc21,-16,3,1,-1,-8,-14,10,0.5,3
CC1CCN(c2nc(N(C)c3ccccc3)nc(N)c2[N+](=O)[O-])CC1,5,5,-1,-13,-9,-16,-9,0.2,-1
CC1(C)O[C@@H]1COc1c2ccoc2cc2oc(=O)ccc12,-11,4,1,5,.,-4,3,2.7,0

# Screens deposited in PubChem BioAssay by several laboratories.
